Giardia kill = Small Molecules that selectively kill Giardia lamblia: qHTS; 0.15% of 340,000 active; Giardia lamblia trophozoite viability; activity change, % at 7.66 µM, hits read low; AID 540267, 2011; in the data active = activity change below about -80%; inconclusive = between about -30% and that limit;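 also: parasites exposed to compound for two days anaerobically before the ATP read; % is scaled to controls: 0 for no effect and ±100 for the full control effect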
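Media and compound were dispensed first, then trophozoites at 100 cells/well; plates sat 48 hrs at 37 deg C without oxygen before ATP luminescence reagent was added and read after 15-30 min at room temperature.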
a7 integrin act = qHTS for Activators of Integrin-Mediated Alleviation for Muscular Dystrophy. Potency, µM (series often up to 38.3 µM), for the others: at the highest dose activation, usual class: activators. alpha7betagal myoblasts, beta-gal FDG fluorescence, 48 h. AID 624291, 2012. 0.064% of 350,000 active;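 also: potency is read from the fitted curve at half-maximal effect; 100% = response of the positive control SU9516; nearly all actives have a fitted effect of over 60% in size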
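alpha7betagal+/- myoblasts (passage 13, 250/well) treated 48 h at 37C with compounds at 1:260 dilution of DMSO stock. Lysed, then beta-galactosidase activity read as FDG fluorescence (ex 480/em 540) after 30 min, with pre-read for autofluorescence.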
S-ASM inh = Inhibitors of Secretory Acid Sphingomyelinase (S-ASM): qHTS; Potency, µM (series often up to 57.5 µM), for inactives: at the top dose activity change, negative = inhibition, most hits filed as inhibitors; placental ASM, HMU-PC fluorogenic substrate, 60 min; 0.006% of 340,000 active; Sphingomyelin phosphodiesterase (Homo sapiens), P17405; also: potency is read from the fitted curve at half-maximal effect
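HMU-PC0 cleavage (9 uM final) by human placental ASM, 60 min at 37 °C following 10 min compound exposure at RT; stopped at pH 10, fluorescence Ex 386/Em 447 nm.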
Coupling enz = qHTS Assay for Inhibitors of Fructose-1,6-bisphosphate Aldolase from Giardia Lamblia: Coupling assay counterscreen; coupling enzyme system counterscreen, AmpLite Red fluorescence; activity change, negative = inhibition, % at 58.2 µM, hits read low; 0.67% of 290,000 active; in the data active = activity change below about -30%; also: % is scaled to controls: 0 for no effect and ±100 for the full control effect
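Coupling enzymes only (glyceraldehyde-3-phosphate) + compound, at 57.5 uM final, 10 min RT; add substrate/coupling/AmpLite Red mix, 20 min RT; fluorescence ex 525/em 598 nm. Actives flag coupling-system interference.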
PTAP TSG101 blk = qHTS Assay for Iinhibitors of HIV-1 Budding by Blocking the Interaction of PTAP/TSG101 | Fluorescence polarization, FITC-PTAP peptide / Tsg101 binding | Potency, µM (highest dose often 115 µM), for the others: at the top dose activity change, negative = inhibition, usual class: inhibitors | 340,000 tested, under 10 active | AID 493005, 2010; active = well fitted inhibition curve with a large enough effect in the main read-out, with a control signal flat, not every such curve was filed as active; inconclusive = small, poorly fitted or top-dose-only effect, or effect the other way, or a change in a side signal; inactive = no such curve, though single readings can be large or run the other way; also: potency is read from the fitted curve at half-maximal effect; % of control where 0% means no effect
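Compounds were pin-transferred onto Tsg101 binding domain (10 uM final) in HEPES pH 7.5 buffer, then FITC-PTAP peptide was added at 50 nM final. After 20 min at RT, polarization reported peptide displacement across a qHTS concentration series.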
PKM2 act = qHTS Assay for Activators of Human Muscle isoform 2 Pyruvate Kinase. purified PKM2, Kinase-Glo ATP luminescence, activation; response scale: 0% is enzyme alone, no compound. Potency, µM (highest dose often 57.5 µM), for the others: at the top dose activation, most hits filed as activators. AID 1631, 2009. 0.34% of 260,000 active; also: potency is read from the fitted curve at half-maximal effect; % is scaled to controls: 0 for no effect and ±100 for the full control effect; nearly all actives have a fitted effect of over 55% in size
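ATP formation by purified human PK-M2, quantified via coupled luciferase luminescence after 1 h at room temperature with 0.1 mM ADP and 0.5 mM PEP final.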
B2AR arrestin = qHTS assay of beta-arrestin-biased ligands of beta2-adrenergic receptor. Beta-2 adrenergic receptor (Homo sapiens), P07550. beta-arrestin recruitment to beta2AR, cell-based reporter. Potency, µM (highest dose often 46.1 µM), inactives show at the highest dose activation, usual class: activators. 0.02% of 330,000 active;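 also: potency is read from the fitted curve at half-maximal effect; 0% = DMSO controls and full agonism = EC100 isoproterenol or metaproterenol; nearly all actives have a fitted effect of over 65% in size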
Target sequence (P07550 whole entry, looked up): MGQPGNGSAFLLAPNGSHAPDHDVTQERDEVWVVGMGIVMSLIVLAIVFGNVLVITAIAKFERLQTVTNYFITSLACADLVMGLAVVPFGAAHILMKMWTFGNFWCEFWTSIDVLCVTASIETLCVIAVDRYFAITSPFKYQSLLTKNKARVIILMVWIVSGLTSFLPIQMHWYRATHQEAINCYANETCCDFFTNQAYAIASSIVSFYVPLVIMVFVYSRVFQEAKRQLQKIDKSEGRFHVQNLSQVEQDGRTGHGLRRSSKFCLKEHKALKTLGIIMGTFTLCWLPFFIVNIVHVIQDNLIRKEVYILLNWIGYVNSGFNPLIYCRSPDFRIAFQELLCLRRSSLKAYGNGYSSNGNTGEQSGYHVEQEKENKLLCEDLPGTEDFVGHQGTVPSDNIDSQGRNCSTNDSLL
GALK inh = qHTS Assay for Inhibitors of Human Galactokinase (GALK); Potency, µM (titrated, usually from 57.5 µM), inactives show at the highest dose activity change, negative = inhibition, actives largely listed as inhibitors; Purified GALK, Kinase-Glo residual ATP luminescence; 0.007% of 270,000 active; AID 1868, 2009; P51570; also: potency is read from the fitted curve at half-maximal effect; % is scaled to controls: 0 for no effect and ±100 for the full control effect
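The enzyme phosphorylates galactose (100 uM) using ATP (35 uM); inhibition is detected as higher residual ATP, quantified by bioluminescence after 1 h reaction at room temperature, pH 8.0.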
Tb PFK block = qHTS Assay to Find Inhibitors of T. brucei phosphofructokinase; Potency, µM (doses to about 57.5 µM), inactives show at the top dose activity, negative = inhibition, usual class: inhibitors; 0.17% of 330,000 active; T. brucei PFK, ADP-Glo luminescence; ATP-dependent 6-phosphofructokinase (Trypanosoma brucei brucei), O15648;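 also: potency is read from the fitted curve at half-maximal effect; 0% = uninhibited 1x PFK enzyme wells and -100% = no-enzyme wells; nearly all actives have a fitted effect of over 60% in size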
Target sequence (O15648 whole entry, looked up): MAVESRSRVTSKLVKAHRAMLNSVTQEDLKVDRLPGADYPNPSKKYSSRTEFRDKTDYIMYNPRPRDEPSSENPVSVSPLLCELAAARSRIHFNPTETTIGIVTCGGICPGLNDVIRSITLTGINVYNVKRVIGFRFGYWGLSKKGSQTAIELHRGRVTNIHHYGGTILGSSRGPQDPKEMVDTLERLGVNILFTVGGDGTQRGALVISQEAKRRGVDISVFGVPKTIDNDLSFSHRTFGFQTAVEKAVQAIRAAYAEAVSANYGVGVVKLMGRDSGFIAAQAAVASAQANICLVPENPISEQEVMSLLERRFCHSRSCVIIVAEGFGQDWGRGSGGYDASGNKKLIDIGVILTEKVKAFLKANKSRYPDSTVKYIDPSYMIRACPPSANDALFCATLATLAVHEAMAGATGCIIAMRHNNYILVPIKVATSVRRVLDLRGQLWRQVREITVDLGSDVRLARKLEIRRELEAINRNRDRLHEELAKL
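PFK 1.25 nM, F6P 0.5 mM, ATP 0.1 mM, 0.1 M TEA pH 8.0, 5 mM MgCl2, 0.01% Tween20, 0.1% BSA; 45 min RT. ADP-Glo readout. qHTS titration up to 57 uM; curves fitted, compounds curve-classed.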
BCR signal inh = qHTS Assay to Find Inhibitors of Chronic Active B-Cell Receptor Signaling; ABC-DLBCL IkBa-CBG/CBR reporter, luminescence ratio, 4 h; Potency, µM (highest dose often 46.1 µM), inactives show top-dose ratio change, negative = lower green/red ratio, actives largely listed as inhibitors; 0.05% of 340,000 active; AID 493014, 2011; active = well fitted inhibition curve with a large enough effect in the signal ratio, with a control signal flat, not every such curve was filed as active; inconclusive = small, poorly fitted or top-dose-only effect, or effect the other way, or a change in a side signal; the % refers to the signal ratio;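 also: potency is read from the fitted curve at half-maximal effect; plate controls were basal doxycycline-induced cells for no effect and cells given 10 µM MG132 for full effect; MG132 reads +100%, hits lower the ratio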
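TMD8 human ABC-DLBCL cells with doxycycline-inducible IκBα–green luciferase fusion and unfused red luciferase, in 0.5% FBS medium; compounds up to 46 uM, 4 h at 37C. Green/red luminescence ratio, filter-overlap corrected, fitted to concentration-response curves.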
Menin-MLL TR inh = qHTS Assay for Inhibitors Targeting the Menin-MLL Interaction in MLL Related Leukemias: Competition With Texas Red Labeled MLL-derived Mutant Peptide | O00255 | Menin + Texas Red MLL mutant peptide, fluorescence polarization | Potency, µM (top dose mostly 61.6 µM), inactives show top-dose FP activity change, negative = inhibition, most hits filed as inhibitors | 0.23% of 270,000 active; active = well fitted inhibition curve with a large enough effect in the polarisation, with a control signal flat, not every such curve was filed as active; inconclusive = small, poorly fitted or top-dose-only effect, or effect the other way, or a change in a side signal; inactive = no such curve, though single readings can be large or run the other way; the % refers to the polarisation; also: potency is read from the fitted curve at half-maximal effect; % of control where 0% means no effect; many of its hits are not listed in these tables
An asterisk follows results filed as active; u = inconclusive; x = no result given; [ ] = dose if it differs, or a comment. Unless noted, calls follow the shape of the dose curve; as a rule, active = well fitted curve in the direction sought with a large enough effect; inconclusive = small, poorly fitted or top-dose-only effect, or another doubt; inactive = no such curve, though single readings can be large; an effect the other way counts as inactive or inconclusive.

SMILES | Giardia kill | a7 integrin act | S-ASM inh | Coupling enz | PTAP TSG101 blk | PKM2 act | B2AR arrestin | GALK inh | Tb PFK block | BCR signal inh | Menin-MLL TR inh
Brc1ccc(C2=CC(c3cccs3)n3ncnc3N2)cc1 (stereo not given) | 1.2 | 18.4% | 58.2%[activator] | 1.2 | u | 2.9% | -0.1% | 0.6% | 0.3% | u | u
CCOc1cc(C(c2c(C)[nH][nH]c2=O)c2c(C)[nH][nH]c2=O)cc(Cl)c1O | -6.4 | -50.0%[inhibitor] | -0.2% | -18.6 | -3.9% | x | 0.4% | 4.1% | -12.5% | u | 29.9%
S=C1NCN(C2CCCCC2)CN1c1ccccc1 | 7.5 | 11.4% | 1.6% | 3.6 | -3.0% | -6.1% | 0.2% | -2.3% | -1.5% | 9.3% | x
CCOc1ccc(NS(=O)(=O)c2ccc(NC(=O)c3ccccn3)cc2)cc1 | 6.4 | u | -17.6% | x | -3.4% | x | 3.2% | x | 11.5% | -6.5% | x
Cc1cc(=O)[nH]c2ccc(S(=O)(=O)N3CCOCC3)cc12 | 14.4 | 15.1% | -0.4% | 2.5 | 0.4% | -3.3% | -0.1% | -4.7% | 9.3% | 2.1% | 4.2%
CCOc1cccc(/C=N/NC(=O)CC2C(=O)NN=C2C)c1O (stereo not given) | -1.7 | -16.7% | 44.6% | 1.7 | 0.1% | 3.2% | 0.0% | -3.8% | -9.0% | 16.5% | 8.3%
CCCC1(c2ccccc2)NC(=O)N(CCN2C(=O)c3ccccc3C2=O)C1=O (stereo not given) | 9.4 | 19.1% | -1.1% | -5.2 | 0.4% | -10.5% | -1.0% | -1.3% | -3.2% | 0.8% | 19.8%
[O-]/C(=C(\C(=S)Nc1cccc2ccccc12)[n+]1cccc(CO)c1)c1ccc(Cl)s1 | -2.8 | -15.0% | -7.1% | -29.5 | -1.5% | 3.9% | -0.1% | 0.8% | 1.3% | -10.9% | u
CN1CCN(c2ccc([N+](=O)[O-])c(Sc3nc4ccccc4[nH]3)c2)CC1 | 11.8 | 4.6% | -4.6% | 1.1 | -0.8% | -2.1% | -0.3% | -1.4% | 0.0% | 0.4% | -29.2%
O=C(/C=C/c1ccco1)NCCCN1CCN(CCCNC(=O)/C=C/c2ccco2)CC1 | -15.6 | -0.2% | -0.4% | 0.9 | 0.5% | 6.8% | -0.4% | 3.3% | -6.4% | -7.1% | -10.0%
COCCn1cnc2c1c(=O)n(CC(=O)OCC#N)c(=O)n2Cc1ccccc1 | 11.9 | u | -5.0% | 2.2 | -1.9% | 5.8% | -0.4% | 1.5% | 2.7% | 1.4% | -2.0%
COc1ccc(/C(C)=N/NC(=O)CCC(=O)Nc2ccc(Cl)cc2Cl)c(OC)c1 | 7.0 | -11.1% | -1.8% | 1.9 | 1.2% | -3.0% | 0.0% | 1.5% | 0.6% | -2.5% | -2.3%
O=C(c1ccc(Cl)c(S(=O)(=O)N2CCOCC2)c1)N1CCN(c2ccccc2)CC1 | -22.9 | -3.3% | x | x | -2.7% | 7.5% | 0.1% | -5.9% | -0.3% | 2.8% | x
C=CCSc1nnc(NC(=O)CSc2nc3ccccc3[nH]2)s1 | 4.2 | -0.1% | -15.7% | 5.6 | 0.4% | 1.5% | 0.3% | 1.7% | 15.0% | 1.1% | -1.3%
C=CCNC(=O)COC(=O)c1cc(S(=O)(=O)N2CCCCC2)ccc1Cl | 8.4 | 12.2% | -0.9% | -2.1 | -9.2% | -3.8% | 0.0% | 7.7% | 2.3% | 3.6% | -8.6%
CC(Oc1ccc(Cl)cc1Cl)C(=O)NC1CCSC1=O (stereo not given) | 3.9 | 19.2% | 4.3% | 1.3 | -6.3% | -7.2% | 0.0% | -0.5% | -17.6% | u | -6.5%
COc1ccc(NC(=O)C(NC(=O)c2ccc(=O)[nH]c2)c2ccccc2)cc1 (stereo not given) | -11.4 | 6.0% | 1.3% | 1.3 | -4.4% | -0.8% | -0.5% | -1.7% | 0.0% | -1.9% | 6.9%
c1ccc(Cn2c(CNc3nc4ccccc4n3CCN3CCOCC3)nc3ccccc32)cc1 | 8.7 | 0.8%[7.66 µM] | 2.3% | -0.3 | -3.8% | 5.0% | 0.0% | 2.3% | 6.7% | u | -4.1%
O=C(c1cccc(S(=O)(=O)N2CCOCC2)c1)N1CCN(S(=O)(=O)c2cccc([N+](=O)[O-])c2)CC1 | 8.2 | -10.5% | -0.5% | x | 0.3% | x | -0.2% | x | -0.6% | u | x
NC(=O)C1(N2CCCCC2)CCN(C(=S)Nc2ccccc2)CC1 | -14.6 | -17.5% | 0.9% | 2.1 | -1.6% | 10.2% | -0.7% | 1.1% | 4.9% | -3.5% | -18.4%
COc1ccc(Cn2c(C)cc3c(c2=O)C(c2cccs2)C(C#N)=C(N)O3)cc1OC (stereo not given) | 0.1 | -2.1% | 5.2% | 0.4 | -0.6% | 3.2% | 0.2% | -0.1% | 1.7% | u | 0.0%
CC1(C)C2CCC1(C)C(NC1=NCCC1)C2 (stereo not given) | -4.3 | -22.2% | 5.7% | 3.2 | -1.5% | -0.7% | -0.1% | -1.5% | 20.5% | 15.2% | -25.6%
COc1ccc(/C=N/NC(=O)c2ccncc2)cc1CN1CCCc2ccccc21 | 1.1 | 4.4% | -6.7% | -2.3 | 0.9% | 0.2% | -0.3% | 3.7% | -3.3% | u | u
CN(C(=O)COC(=O)c1ccc(Cl)cc1N)C1CCS(=O)(=O)C1 (stereo not given) | 13.6 | 14.1% | 63.4%[activator] | 0.8 | 1.8% | -0.5% | -0.7% | -6.1% | -3.3% | -16.6% | x
S=C1NC2(CCS1)Oc1ccccc1C1CC(c3ccccc3)=NN12 (stereo not given) | x | x | x | 0.0 | x | 2.4% | 0.3% | 0.5% | 1.3% | u | x
New compounds follow
SMILES | Giardia kill | a7 integrin act | S-ASM inh | Coupling enz | PTAP TSG101 blk | PKM2 act | B2AR arrestin | GALK inh | Tb PFK block | BCR signal inh | Menin-MLL TR inh
COc1cc(OC)cc(-c2nnc(SCC(=O)N3CCCC3)o2)c1 | 0.8 | 3.9% | -0.1% | 1.9 | -2.8% | -3.9% | -0.2% | 2.1% | 2.1% | -5.9% | -5.4%
CCc1nnc(NC(=O)CSCc2cc(=O)n3ccsc3n2)s1 | -10.7 | -1.8% | 3.9% | x | -0.7% | x | 0.0% | 8.9% | -0.8% | 0.4% | x
Cc1cc([N+](=O)[O-])nn1Cc1noc(C(=O)NCCCn2ccnc2)n1 | 8.6 | u | -0.5% | 5.8 | -1.1% | -5.3% | 0.0% | -1.8% | 0.1% | -3.1% | 1.9%
CCCN(CC(=O)Nc1ccccc1C)C(=O)c1ccc(OCc2c(C)noc2C)cc1 | -9.3 | -2.5% | -2.3% | x | -0.8% | x | 1.1% | x | 2.1% | 0.3% | x
NC(=O)c1ccsc1NC(=O)COC(=O)C1CCCN1C(=O)c1cccs1 (stereo not given) | 31.4[activator] | -1.2% | -2.2% | -0.1 | -1.9% | 26.8% | -0.3% | 2.8% | 2.7% | -8.3% | u
CC1CCN(C(=O)c2[nH]cnc2C(=O)N2CCN(C(=O)OC(C)(C)C)CC2)CC1 | -27.8 | 26.6% | 2.6% | x | x | x | 0.0% | x | 8.2% | -3.3% | x
Cc1sc(N)nc1-c1cccs1 | 23.9 | -22.7% | 1.7% | -2.2 | -9.7% | 4.1% | -0.6% | -4.8% | 3.1% | -29.6% | 9.5%
CCc1nnc(NC(=O)c2cc(S(=O)(=O)N3CCOCC3)ccc2N2CCCCC2)s1 | 0.7 | -13.4% | 5.4% | -1.5 | 0.5% | -4.3% | 0.4% | -1.0% | 6.2% | 1.0% | -10.5%
CCN(CC)c1ccc(NC(=O)COC(=O)COc2ccccc2[N+](=O)[O-])cc1 | -7.0 | 9.7% | 4.1% | 0.4 | 0.1% | 7.1% | -1.0% | -2.5% | 3.1% | 1.2% | 10.3%

Screening results deposited in PubChem by National Center for Advancing Translational Sciences (NCATS).

An excerpt; rates above refer to the full screens.
